MITF TRPM1 inh: reduces MITF-dependent TRPM1 promoter luciferase signal; AID 488899; hit rate 0.83% among 330,000; inhibition, % at 12.5 µM; SK-MEL-5 TRPM1 promoter luciferase, 24 h;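 active = mean inhibition across replicates of 60% or more, whatever share of single replicates reaches that level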; also: values of inactives mirror those of a sister screen read the other way
KKLEB tox: CF airway cell cytotoxicity counter-screen. hit rate 0.36% among 360,000. KKLEB CF airway cells viability, ATPlite luminescence, overnight; active compounds read low; cells stimulated with P. aeruginosa culture filtrate. AID 602141. activity change (cytotoxicity), % at 5 µM;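 active = corrected activity change at or below -50% at 5 µM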
NR2E3 ag-1: activates human NR2E3 receptor | CHO-S Gal4-NCOR/VP16-NR2E3 two-hybrid, luciferase | hit rate 0.35% among 360,000 | Q9Y5X4 | AID 602229 | inhibition of corepressor binding, % at 3.98 µM;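 active = inhibition above the mean of all tested compounds plus 3 SD, cut at about 70% in these data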;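 also: 0% = DMSO with NR2E3 transfected cells and 100% = cells lacking NR2E3 construct; higher means lower luciferase signal from less NR2E3 corepressor binding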
Target sequence (Q9Y5X4 whole entry, looked up, the tested form may be a part): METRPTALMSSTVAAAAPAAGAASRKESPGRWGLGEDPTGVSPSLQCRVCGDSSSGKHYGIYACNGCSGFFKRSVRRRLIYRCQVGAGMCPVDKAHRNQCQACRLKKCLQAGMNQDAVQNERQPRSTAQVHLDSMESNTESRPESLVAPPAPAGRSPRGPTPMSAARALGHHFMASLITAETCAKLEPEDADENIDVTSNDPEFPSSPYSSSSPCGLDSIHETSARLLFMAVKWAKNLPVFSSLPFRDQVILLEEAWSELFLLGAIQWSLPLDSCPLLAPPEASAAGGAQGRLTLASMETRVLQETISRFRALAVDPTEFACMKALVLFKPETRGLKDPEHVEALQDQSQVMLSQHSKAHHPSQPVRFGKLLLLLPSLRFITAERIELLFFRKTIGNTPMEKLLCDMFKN
Shn3 inh set2: Schnurri-3 reporter inhibition in Clone20 osteoblasts. hit rate 0.52% among 360,000. inhibition, % at 12.5 µM. Clone20 osteoblast Shn3 3'UTR firefly luciferase, 24 h. AID 588674;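 active = mean inhibition of at least 75% with every replicate also reaching 75%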;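 also: 0% = median of neutral control wells and 100% = pilot-screen positive control compound; some compounds past the cut are filed as inactive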
Peg3 promoter: Peg3 promoter activity inhibition; hit rate 1.7% among 360,000; AID 588405; HeLa PEG-Prom luciferase reporter, luminescence, overnight; inhibition, % at 20 µM;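 active = inhibition of at least 50% at 20 µM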
NR2E3 ag-2: agonists of human nuclear receptor NR2E3 | AID 2300 | Q9Y5X4 | GST-NR2E3/biotin-RetCOR TR-FRET, 1536-well | hit rate 0.12% among 320,000 | inhibition of corepressor binding, % at 4.78 µM;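 active = percent inhibition above the cutoff of mean plus 3 SD of all tested compounds, set per screening campaign, cut at about 20% in these data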;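 also: 0% = DMSO wells and 100% = biotin wells as full block of FRET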
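Material: NR2E3–RetCOR corepressor complex | Quantity: 1.35 nM GST-tagged NR2E3 final | Schedule: 5 h at 4 °C | Replication: Singlicate compound wells | Reagent: RetCOR corepressor, biotinylated, 7 nM | Controls: Biotin wells as high control, 0.6% DMSO wells as low control | Signal: TR-FRET, Eu(K)-anti-GST donor, streptavidin-D2 acceptor, ex 340, em 617/671 nm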
TWEAK-Fn14 inh: blocks TWEAK-Fn14 interaction in a reporter cell assay. TWEAK-stimulated Fn14 reporter cells, luciferase luminescence, 8 h. inhibition, % at 10 µM. hit rate 2% among 360,000. AID 1159606; in the data active = inhibition above about 50%
CF NFkB block: cystic fibrosis NF-kB activation inhibition; inhibition, % at 5 µM; hit rate 0.86% among 360,000; KKLEB NF-kB-GFP reporter, PAF-induced, GFP fluorescence overnight;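 active = at least 50% inhibition at 5 µM, scaled per plate between neutral and stimulator controls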;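 also: PAF is a Pseudomonas aeruginosa culture filtrate used as stimulus; plate controls were PAF-stimulated DMSO wells for no effect and unstimulated DMSO wells for full effect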
hiPSC survival: increases survival of single human iPS cells | hiPSC single-cell survival, ATPlite luminescence; 100% = ROCK inhibitor wells, 0% = DMSO | survival enhancement, % at 20 µM | hit rate 0.044% among 360,000; in the data active = survival enhancement above about 18%;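 also: cells exposed to compounds for 16 hours before the ATP read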
HIF-2a inh: inhibitors of HIF-2a | inhibition, % at 18.8 µM | hit rate 0.72% among 360,000 | 786-0 RCC cells HIF-2a reporter, luciferase luminescence, overnight;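 active = inhibition of the luminescence signal of 40% or more relative to plate controls, in a single-dose primary screen at 18.75 µM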
aDG glyco act: alpha-DG glycosylation activation. hit rate 0.22% among 360,000. activation, % at 10 µM. AID 624168. Pro5-aDG cells, alpha-DG glycosylation AlphaScreen (IIH6); 0% Pro5, 100% B10-LARGE cell signal;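 active = activation of at least 8% versus controls, or a plate z-score of at least 8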;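 also: Pro5 are CHO cells carrying HIG-tagged alpha-DG that lacks glycosylation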
Active calls of the source: *; . = no result given; & = joins results of further samples. Rows are unselected; 4.4% or so of the library scored in one or more.

SMILES	MITF TRPM1 inh	KKLEB tox	NR2E3 ag-1	Shn3 inh set2	Peg3 promoter	NR2E3 ag-2	TWEAK-Fn14 inh	CF NFkB block	hiPSC survival	HIF-2a inh	aDG glyco act
CC(C)(C)C(=O)[C@@H]1[C@@H]2C(=O)N(c3ccc4c(c3)OCCO4)C(=O)[C@@H]2C2c3ccccc3C=CN21 (stereo not given in full)	-9	8	-11	4	-15	6	20	-2	7.0	-34	-0.3
Nc1cc[n+](CC(=O)c2ccccc2)cc1	-14	-6	-30	15	14	4	9	12	0.0	15	0.0
COC(=O)c1ccc(NC(=O)CCN2CCCCC2)cc1	5&-27	2&-1	-9&17	-11&-17	-8&6	-2&3	1&-7	11&1	-3.2&-1.3	-6&6	-0.2&-0.1
CN(C)C(/C=C/Nc1ccc([N+](=O)[O-])cc1)=C(C#N)C#N	8	-10	-23	0	1	-3	-49	-19	0.4	9	-0.1
C=CCOc1cccc(C2/C(=C(/O)c3ccc(F)cc3)C(=O)C(=O)N2CCN2CCOCC2)c1 (stereo not given)	11	4	-7	-16	4	0	6	6	-3.6	-3	0.3
COc1cccc(NC(=O)CN(C)C(C)C(=O)Nc2ccc(S(=O)(=O)N3CCOCC3)cc2)c1 (stereo not given)	-22	7	20	6	10	0	-6	-14	-0.2	-1	-0.1
COCC(=O)N/N=C/c1ccc(Sc2nc3ccccc3s2)o1	-1	-26	-8	-22	-9	0	0	-12	-2.3	-15	-0.1
COC(=O)c1cc(Br)c(=O)n(Cc2ccncc2)c1	3	-2	-2	10	-5	6	-20	-3	0.1	8	-0.1
CCCc1cc(=O)oc2cc(OCC(=O)N3CCc4ccccc43)ccc12	17	-7	-5	8	5	3	-16	6	-0.3	19	-0.1
C=CCN([C@@H](CC(C)C)C(=O)OC)S(=O)(=O)N(CC=C)[C@@H](CC(C)C)C(=O)OC	3	-14	-51	27	13	4	14	23	-2.5	0	0.2
CC(C(=O)N(C)c1ccccc1)N1CCN(C(=O)c2ccccc2)CC1 (stereo not given)	2	8	-32	0	-2	-4	9	-6	0.1	15	0.1
CC(C)NC(=O)C(=O)NCCN1CCN(S(=O)(=O)c2ccc(Cl)cc2)CC1	-11	6	-28	-9	-1	2	4	1	0.9	7	0.0
Cc1nn(C)c(C(=O)N2CCc3ccccc32)c1Cl	9	7	-24	-10	3	-4	14	-1	-0.4	11	0.0
Cc1nc2ccc(NS(=O)(=O)c3ccc(Br)cc3)cc2s1	0	-14	85*	1	21	1	8	-15	1.3	12	0.6
Cc1cccc(C)c1-n1c(C)cc(/C=C2\NC(=O)NC2=O)c1C	-3	-6	-6	4	1	-2	8	-2	-3.9	4	-0.2
CCOC(=O)c1sc(NC(=O)c2ccc(S(=O)(=O)N(C)C)cc2)cc1C	13	21	-13	9	16	-4	-1	-9	0.0	2	-0.3
COc1ccccc1Oc1c(C)oc2c(CN3CCOCC3)c(O)ccc2c1=O	-3	-2	1	-3	-39	0	-14	-3	0.2	11	-0.1
CC(=O)OCCNc1cc(SCc2ccco2)c2nonc2c1[N+](=O)[O-]	15	13	-16	-22	52*	3	-2	28	-0.1	8	0.5
FC(F)(F)c1nnc2c(Sc3ccccc3)nc3ccccc3n12	59	11	-39	-23	3	0	12	79*	-4.3	-60	0.3
COc1ccccc1CCNC(=O)C(=O)NCC1OCCN1S(=O)(=O)c1ccc(F)cc1 (stereo not given)	15	-6	3	-8	10	2	3	14	1.6	11	0.4

Single entries from the results shown.
`Cc1nc2ccc(NS(=O)(=O)c3ccc(Br)cc3)cc2s1` in TWEAK-Fn14 inh reads 8
`COC(=O)c1ccc(NC(=O)CCN2CCCCC2)cc1` in NR2E3 ag-2 reads -2&3

The listing continues:
SMILES	MITF TRPM1 inh	KKLEB tox	NR2E3 ag-1	Shn3 inh set2	Peg3 promoter	NR2E3 ag-2	TWEAK-Fn14 inh	CF NFkB block	hiPSC survival	HIF-2a inh	aDG glyco act
CN(C(=O)CC(NC(=O)c1ccccc1)(c1ccccc1)c1ccccc1)c1ccccc1	8	-7	-17	20	18	0	8	2	-2.2	17	0.1
O=C(NCC(F)(F)F)c1ccc(S(=O)(=O)N2CCN(C(=O)C3CCCO3)CC2)cc1 (stereo not given)	-5	5	-29	-11	7	-1	9	-12	0.9	14	0.0
CSC(=S)N/N=C(\C)c1ccc(Br)cc1	15	-21	82*	-58	-11	-3	3	17	-0.1	-26	0.0
O=C(NCc1ccccc1)c1cccc(NC(=O)c2ccco2)c1	-9	-21	38	21	4	3	14	-4	3.3	11	1.3
O=C(c1ccccc1)N(CCN1CCOCC1)C1(C(=O)Nc2ccccc2)CCCCC1	2	2	5	-5	6	-2	9	-10	1.0	13	0.1
Cc1nc(-c2ccccc2OC(F)(F)F)[nH]c(=O)c1Cl	-9	11	-4	7	13	-3	5	-11	2.4	17	0.0
COCOCCn1cc(CN2CCS(=O)(=O)N(Cc3ccc(-c4ccc(OC)nc4)cc3)C(C)C2=O)nn1 (stereo not given)	.	-13	-20	-11	6	.	1	0	-2.6	7	0.0
Cc1nc(N/N=C/c2cccc([N+](=O)[O-])c2)cc(N2CCCCC2)n1	.	-15	-38	22	27	.	19	15	-0.4	7	-0.3
C=CCn1c(SCc2csc(C)n2)nc2sc3c(c2c1=O)CCCCC3	3	14	7	25	-2	3	4	14	0.4	15	0.1
COc1cc(NC(=O)C2=COCCO2)c(OC)cc1Cl	11	-4	6	-3	1	3	1	-13	-0.1	-25	-0.1
Cc1noc(C)c1S(=O)(=O)N(C)C[C@H]1Oc2ccc(NC(=O)Cn3cnnn3)cc2C(=O)N([C@H](C)CO)C[C@@H]1C	-16	-4	1	13	-6	.	-3	10	4.6	-5	0.2
CC(=O)Nc1ccc(NC(=O)c2ccccc2N(C)S(C)(=O)=O)cc1	3	-2	17	-28	5	5	4	5	1.0	6	0.0
COc1ccc(NC(=O)c2ccc(OC(F)F)cc2)cc1Cl	-61	6	-104	-87	-241	-2	-23	-16	-2.7	-199	0.9
Cc1nc2ccccc2cc1C(=O)N/N=C/c1ccc([N+](=O)[O-])cc1	6	2	-11	-14	9	6	19	-28	3.0	21	-0.1
Cc1ccc(C(=O)C(C)OC(=O)CCS(=O)(=O)c2ccc(C)cc2)cc1 (stereo not given)	-7	0	17	-9	7	2	17	4	2.0	3	-0.2
O=C(Nc1ccccc1)N1C2CCC1CC(O)(c1cccnc1)C2 (stereo not given)	-13	-14	3	-9	5	-1	-10	-7	0.1	2	0.5
COC(=O)c1nnn(-c2ccccc2)c1N	1	-21	-11	1	5	-1	4	-5	3.0	-3	-0.2
CCOc1ccccc1-c1ccc(C(=O)NCc2ccccc2)o1	-33	-9	-24	5	-14	6	11	-22	-4.3	-13	-0.3
Cc1ccc2[nH]c(=O)c(C3=NN(C(=O)CCC(=O)O)C(c4cccs4)C3)c(-c3ccccc3)c2c1 (stereo not given)	-10	0	-11	-11	-2	1	11	11	4.9	8	-0.1
CCCCNC(=O)c1cc2c(C)cc(C)cc2[nH]1	0	14	-1	0	-5	-1	-18	-6	0.2	-45	0.1
Cc1ccc(SCC(=O)OCc2csc(CC(=O)Nc3ccccc3C)n2)cc1C	3	16	-14	-12	1	2	6	1	0.4	6	-0.5
CCN(CC)S(=O)(=O)c1cccc(C(=O)Nc2cc(C)nn2-c2ccccc2)c1	9	3	-10	10	18	0	-7	-3	1.0	21	0.0
O=C(CNC(=O)c1ccc([N+](=O)[O-])cc1)N/N=C/c1c[nH]c2ccccc12	-9	5	-2	-18	3	-5	-4	-19	-0.3	20	0.1
Cc1cccc(C)c1OCC(=O)Nc1ccc(N2CCOCC2)cc1	-3	6	-2	-11	4	2	8	0	0.1	-18	0.0
CN1CCN(C(=O)Cn2c(C(F)(F)F)nc3ccccc32)CC1	8	2	-33	-63	-5	3	-6	-1	-2.1	-3	0.0
Cc1ccc(NC(=O)C(C)N2C(=O)C3CC=C(Cl)CC3C2=O)cc1 (stereo not given)	4	13	-6	.	3	3	0	-9	-3.2	6	0.2
O=C(O)C1CC=CCC1C(=O)Nc1ccc(Oc2ccc(Cl)cc2)cc1 (stereo not given)	-6	-7	8	7	13	1	8	-8	4.3	-4	0.1
C[C@@]12C(=O)N(c3ccc(Br)cc3)C(=O)N1[C@@H]1c3ccccc3OC[C@@H]1[C@H]2c1ccccc1	-2	-7	-26	65	18	.	12	31	1.7	18	0.4
CCC(=O)n1nc(-c2ccccc2)nc1NCc1ccccc1	-44	-4	-40	-17	-134	1	-23	6	-4.6	-105	0.0
COc1ccc(C(CCN2CCCCC2)c2c(O)cc(OC)cc2OC)cc1 (stereo not given)	-15	-12	-14	-26	-6	-1	1	7	-2.4	-2	0.1
CCOCC(=O)Nc1cc(C(=O)Nc2cccc(C)c2C)ccc1Cl	-12	8	-20	-5	-14	3	4	14	2.3	-69	-0.2
COc1ccc(C(=O)NC(C)c2ccc(-n3ccnc3)cc2)cc1[N+](=O)[O-] (stereo not given)	10	-4	7	28	9	-3	3	0	-0.6	10	0.3
Cc1c(NC(=O)C(C)Sc2ccccc2)c(=O)n(-c2ccccc2)n1C (stereo not given)	2	-1	-7	4	17	1	-13	2	1.2	16	-0.2
Cc1ccc(NC(=O)COc2ccccc2C(=O)NCc2ccccc2)cc1	-11	-4	-14	1	22	-1	-9	-15	1.0	2	-0.2
COc1ccc(CN2CCS(=O)(=O)CC2)cc1OC	15	4	-6	14	3	0	9	-10	0.2	15	-0.4
O=C(NCc1ccco1)c1ccccc1-c1ccc(C(F)(F)F)cc1	-2	-5	-10	-20	23	0	5	4	-0.5	29	-0.1
O=C(NCCCO)C(=O)NCCc1ccc(Cl)cc1	1	1	-18	13	6	0	-14	14	-0.5	18	0.0
O=C1OC(c2ccc(F)cc2)=C/C1=C\c1ccc(O)cc1	-4	1	-24	-14	-11	1	-9	-8	-0.3	-10	-0.1
Cc1cc(C(=O)N/N=C/c2ccc(O)c([N+](=O)[O-])c2)n[nH]1	-2	5	-29	-6	10	-1	-14	-10	-3.0	-4	0.1
Nc1ccc(-c2ccc(N)c(C(=O)O)c2)cc1C(=O)O	-4	4	-8	-8	9	-8	9	9	0.0	11	0.1
COc1ccc(C2N(C(=O)c3ccccc3)CCN2C(=O)c2ccc(C)cc2)cc1 (stereo not given)	4	-5	3	0	3	0	-1	4	1.2	16	0.2
CCOC(=O)C1=C(COC(=O)CCS(=O)(=O)c2ccc(C)cc2)NC(=O)NC1C (stereo not given)	-3	11	-5	-9	13	.	12	-1	0.2	-10	-0.3

Structures listed so far shown as hits in CF NFkB block.
Structure,MITF TRPM1 inh,NR2E3 ag-1,Shn3 inh set2,Peg3 promoter,NR2E3 ag-2,TWEAK-Fn14 inh,CF NFkB block,HIF-2a inh,aDG glyco act
FC(F)(F)c1nnc2c(Sc3ccccc3)nc3ccccc3n12,59,-39,-23,3,0,12,79*,-60,0.3
